TAAR1 antag: human TAAR1 antagonists, primary screen, Fluo-8 calcium fluorescence, CHO RD-HGA16 cells; Trace amine-associated receptor 1 (Homo sapiens), Q96RJ0; AID 624466, 2012; antagonist; inhibition, % at 3 µM; 1.5% of 360,000 active;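 active means inhibition above a per-plate cutoff, the mean inhibition of test compounds on that plate plus 3 SD, cut at about 49% in these data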;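 further: 0% = DMSO plus EC80 beta-PEA response and 100% = DMSO alone without agonist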
Target sequence (Q96RJ0 whole entry, looked up): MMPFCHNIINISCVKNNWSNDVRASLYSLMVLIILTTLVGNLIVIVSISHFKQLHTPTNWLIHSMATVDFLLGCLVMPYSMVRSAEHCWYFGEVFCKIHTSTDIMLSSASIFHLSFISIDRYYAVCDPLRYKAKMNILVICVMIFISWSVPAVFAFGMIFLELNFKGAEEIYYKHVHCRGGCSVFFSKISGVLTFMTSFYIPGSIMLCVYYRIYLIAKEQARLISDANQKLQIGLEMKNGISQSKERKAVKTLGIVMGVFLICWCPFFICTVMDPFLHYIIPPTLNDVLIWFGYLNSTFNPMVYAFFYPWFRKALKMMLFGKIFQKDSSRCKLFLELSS
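Test system: RD-HGA16 CHO cells with stable hTAAR1 and Gα16 / Probe or stimulus: EC80 β-phenethylamine stimulus / Times: seeding 17-24 h prior, 75-min 37 °C, 30-min RT dye loading / Detection: Fluo-8 calcium-sensitive fluorescence / Read-out basis: % inhibition scaled between DMSO and EC80 PEA controls / Repeats: singlicate, one well per test compound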
M5 antag: human M5 muscarinic receptor antagonists, primary screen, CHO cells, Fluo-8 calcium fluorescence; AID 624040, 2012; 0.59% of 360,000 active; CHO-hM5 cells, ACh EC80; inhibition, % at 3 µM;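 active means inhibition above a per-plate cutoff, the mean of that plate's test compounds plus 3 SD, cut at about 27% in these data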;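 further: 0% = acetylcholine EC80 with DMSO and 100% = DMSO without agonist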
Target sequence (P08912 whole entry, looked up): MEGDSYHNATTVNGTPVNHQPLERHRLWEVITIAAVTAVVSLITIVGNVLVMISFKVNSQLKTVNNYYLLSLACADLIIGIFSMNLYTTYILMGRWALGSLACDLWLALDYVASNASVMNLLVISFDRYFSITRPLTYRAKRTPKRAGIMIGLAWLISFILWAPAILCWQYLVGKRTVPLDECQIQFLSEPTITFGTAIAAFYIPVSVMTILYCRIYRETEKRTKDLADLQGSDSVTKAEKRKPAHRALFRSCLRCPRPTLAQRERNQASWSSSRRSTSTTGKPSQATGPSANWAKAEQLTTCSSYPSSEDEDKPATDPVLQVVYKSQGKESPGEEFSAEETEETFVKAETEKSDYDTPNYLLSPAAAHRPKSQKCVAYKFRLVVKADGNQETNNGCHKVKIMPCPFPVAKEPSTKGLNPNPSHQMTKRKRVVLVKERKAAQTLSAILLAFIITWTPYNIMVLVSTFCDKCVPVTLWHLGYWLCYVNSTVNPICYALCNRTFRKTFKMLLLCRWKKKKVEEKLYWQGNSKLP
M4 PAM: human M4 muscarinic receptor positive allosteric modulators, primary screen, CHO-K1 cells, Fluo-8 calcium fluorescence. activation, % at 3 µM. CHO-K1 hM4/Gqi5, ACh EC20; 0% = ACh EC20, 100% = maximal ACh. 0.4% of 360,000 active. AID 624126, 2012. Muscarinic acetylcholine receptor M4 (Homo sapiens), P08173;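 active means activation above its plate's cutoff, the mean activation of sample wells plus 3 SD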; further: some results filed as inactive read as strong as hits
CRFR2-BP antag: antagonists of CRF-BP/CRF-R2 complex, primary screen, cell-based, HEK293, calcium dye fluorescence, uHTS; CRF-induced calcium fluorescence; inhibition, % at 11.8 µM; 0.59% of 350,000 active;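 active means inhibition of the ligand-induced calcium signal above about 50% at the single tested concentration, limit read from the data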
M5 ag: human M5 muscarinic receptor agonists, primary screen, CHO-K1 cells, Fluo-8 calcium fluorescence. CHO-K1 hM5 cells; 0% DMSO wells, 100% maximal acetylcholine response. activation, % at 3 µM. 0.19% of 360,000 active. AID 624037, 2012;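 active means activation above the run's mean over test compounds plus 3 SD, cut at about 23% in these data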;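 further: signal is peak over basal fluorescence ratio across the kinetic read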
CRFBP-R2 agonist: agonists of CRF-BP/CRF-R2 complex, primary screen, cell-based, HEK293, calcium dye fluorescence, uHTS. calcium dye fluorescence (FLIPR); percent of saturating CRF peptide response. activation, % at 13.2 µM. 0.46% of 350,000 active. CRF-binding protein / CRF receptor 2 complex (human);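 active means activation of at least 50%, plus an integration ratio under a set limit after plate pattern correction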;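 further: plate controls were neutral control wells without compound for no effect and CRF at EC100 for full effect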
CHRM5 PAM: human M5 muscarinic receptor positive allosteric modulators, primary screen, CHO-K1 cells, Fluo-8 calcium fluorescence. 0.3% of 360,000 active. Muscarinic acetylcholine receptor M5 (Homo sapiens), P08912. activation, % at 3 µM. CHO-K1 hM5, ACh EC20 PAM; 0% = ACh EC20, 100% = ACh EC100;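 active means activation above the run cutoff, the mean activation of all test compounds plus 3 SD, cut at about 18% in these data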
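system = human M5 receptor in CHO-K1 cells | reagent = EC20 acetylcholine as agonist stimulus | compound dosing = single-point, 3 µM nominal | incubation = Fluo-8 loading 80 min at 37 °C plus 30 min room temperature | detection = Fluo-8 calcium dye fluorescence, kinetic read | benchmarks = low control EC20 acetylcholine (0%), high control EC100 acetylcholine (100%)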
CHO-K1 Ca PAM: nonselective calcium activators in parental CHO-K1 cells, primary screen, counter-screen for M1 PAM project, cell-based, Fluo-8 calcium fluorescence, full deck, 1536-well | activation, % at 3 µM | 0.02% of 360,000 active | ATP EC20; 0% at ATP EC20, 100% at ATP max;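 active means activation above the run cutoff, the mean activation of all test compounds plus 3 SD, cut at about 40% in these data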;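 further: peak over basal fluorescence ratio in a 140 s read after ATP addition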
TAAR1 ag: human TAAR1 agonists, primary screen, Fluo-8 calcium fluorescence, CHO RD-HGA16 cells | 0.99% of 360,000 active | Trace amine-associated receptor 1 (Homo sapiens), Q96RJ0 | vehicle wells 0%, saturating PEA agonist 100% | activation, % at 3 µM;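 active means activation above the mean activation of all test compounds in the run plus 3 SD, cut at about 38% in these data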
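System: CHO-derived RD-HGA16 cells with stable Gα16 and human TAAR1. Times: 17-24 h plating, Fluo-8 75 min 37 °C, 30 min RT. Measured by: calcium-sensitive Fluo-8 signal, excitation 470-495, emission 515-575 nm. Read-out basis: % activation relative to PEA EC100 response. Control set: DMSO and PEA EC100. Repeats: no replicates (n 1).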
Starred values were filed as active, the others as inactive; . = no result given.

SMILES	TAAR1 antag	M5 antag	M4 PAM	CRFR2-BP antag	M5 ag	CRFBP-R2 agonist	CHRM5 PAM	CHO-K1 Ca PAM	TAAR1 ag
CN(CCc1cn[nH]c1)C(=O)CC1C(=O)NCCN1Cc1ccccc1C(F)(F)F (stereo not given)	-38	-1	2	8	2	-2.0	5	15	16
COc1ccccc1Nc1nnc(Cc2ccccc2)c(=O)[nH]1	-6	5	2	40	-4	-1.1	0	1	3
Cc1nnc(SCc2ccc(C(=O)O)cc2)s1	-22	4	-5	-9	0	-0.1	-17	-9	4
COC(=O)[C@@]1(Cc2ccc(F)cc2)[C@H]2c3cc(C(=O)N4CCCC4)n(Cc4ccc(OC(F)(F)F)cc4)c3C[C@H]2CN1C(=O)c1ccccc1	-23	-1	8	.	-1	.	1	7	2
Cc1ccccc1CN(C)C(C)C(=O)Nc1ccccc1F (stereo not given)	-9	-4	-6	5	0	0.3	-5	18	8
CCN(CC(=O)Nc1ccccc1C(F)(F)F)CC(=O)c1[nH]c(C)c(C(C)=O)c1C	1	5	-2	-2	5	3.8	-11	-13	9
CCOC(=O)Nc1ccc2c(COC(=O)CN(C)S(=O)(=O)c3ccc(C)cc3)cc(=O)oc2c1	-7	6	2	16	3	0.3	4	20	2
Cc1cc(C)n(CC(=O)N/N=C/c2ccco2)n1	3	-2	-8	-25	-1	-1.1	-2	-5	2
O=C(c1ccccn1)N1CC=C(c2ccccc2)CC1	21	-5	-1	-12	-3	-0.9	3	3	4
CCOc1ccc(Br)cc1/C=N/NC(=O)c1ccncc1	-5	-1	6	-9	-1	-2.9	4	6	-3
O=C(OCCN1CCCC1=O)c1cncc(Br)c1	17	2	3	-33	2	4.5	-4	11	1
COc1cc(/C=C2/C(=N)N3N=C(C)SC3=NC2=O)ccc1OS(=O)(=O)c1ccc(C)cc1	-5	10	-9	-3	-4	1.4	-4	-1	-2
COCCCN1C(=O)c2ccc(C(=O)Nc3ccc(C)cc3C)cc2C1=O	9	-8	9	7	-4	0.6	3	-18	0
Cc1ccc(CSCC(=O)Nc2c(C)n(C)n(-c3ccccc3)c2=O)cc1	-9	3	10	17	-2	-1.6	-3	-13	-1
CCCCn1cnc2c(SCc3ccc(Br)cc3)nc(N)nc21	-5	-2	3	6	10	-2.0	-8	22	6
COc1ccc(N=c2oc3cc(O)ccc3cc2C(=O)Nc2ccccn2)cc1OC	24	5	0	14	2	-0.7	1	9	6
CC(=O)OCC(=O)N1CCN(c2ccc([N+](=O)[O-])cc2)CC1	-20	0	-2	-12	0	-2.3	-7	-14	2
O=C(O)c1ccc(N/N=C/c2cn(Cc3ccccc3F)c3ccccc23)cc1	32	9	-14	-7	4	-1.0	-5	1	12
COc1ccc(CCNC(=O)C2CCN(c3nccc(C)n3)CC2)cc1	4	-1	-3	38	-2	2.0	7	4	8
O=C(COC(=O)c1ccc2ncsc2c1)Nc1cc([N+](=O)[O-])ccc1Cl	20	-1	6	-22	-1	-4.3	12	5	8

Reprinted at random: 2 compounds from above
SMILES	TAAR1 antag	M5 antag	M4 PAM	CRFR2-BP antag	M5 ag	CRFBP-R2 agonist	CHRM5 PAM	CHO-K1 Ca PAM	TAAR1 ag
O=C(O)c1ccc(N/N=C/c2cn(Cc3ccccc3F)c3ccccc23)cc1	32	9	-14	-7	4	-1.0	-5	1	12
COc1ccc(CCNC(=O)C2CCN(c3nccc(C)n3)CC2)cc1	4	-1	-3	38	-2	2.0	7	4	8

(listing goes on)
SMILES	TAAR1 antag	M5 antag	M4 PAM	CRFR2-BP antag	M5 ag	CRFBP-R2 agonist	CHRM5 PAM	CHO-K1 Ca PAM	TAAR1 ag
CC(C)c1ccccc1NC(=O)Nc1nnc([C@H]2C[C@H](O)[C@@H](CO)O2)s1	-33	-3	12	.	1	.	0	8	5
O=C(CCCN1C(=O)c2ccccc2C1=O)N1CCC(c2ccccc2)C1 (stereo not given)	14	2	-1	4	-1	-0.9	-4	11	3
COC(=O)[C@@H](NC(=O)NCc1ccccc1F)C(C)C	-7	2	-7	-3	4	-1.3	1	-5	12
CC(C#N)Sc1ncnc2sc(-c3ccccc3)cc12 (stereo not given)	-6	13	-12	-13	-3	1.1	-5	4	-1
Cc1ccc(OCCNC(=O)c2cccc(S(=O)(=O)N3CCN(C)CC3)c2)cc1	-11	-9	17	0	0	-0.2	5	11	1
O=C(CNC(=O)c1ccccc1Br)N/N=C/c1ccccc1O	24	5	-3	24	-1	1.8	-2	-6	47*
Cc1cccc(N2CC(C)Cn3c2nc2c3c(=O)[nH]c(=O)n2C)c1 (stereo not given)	-16	-5	-3	-8	-8	-0.5	-4	1	-4
COc1ccc(NC(=O)CSc2nc3n[nH]c(C)c3c(=N)n2-c2ccc(Cl)c(C)c2)cc1OC	.	13	2	4	-5	-0.9	-2	-6	.
CN(C)S(=O)(=O)c1ccc2c(c1)C(=O)c1cc(S(=O)(=O)N(C)C)ccc1CC2	12	13	4	9	4	0.4	-5	14	9
CC(Sc1nc(N2CCOCC2)nc(N2CCOCC2)n1)C(=O)Nc1ccccc1 (stereo not given)	4	-1	0	15	0	-1.9	-8	4	-1
CCOc1ccccc1Nc1nnc(SCC(=O)NC(=O)c2cccn2C)s1	4	4	-1	2	-1	-0.6	-10	7	2
FC(F)(F)c1cccc(N2CCCCC2)c1	-3	0	9	.	2	.	-3	-2	2
Cc1nc(SCc2ccc(Cl)cc2)ncc1C(=O)O	16	-4	1	2	2	0.8	4	1	0
CC(NC(=O)c1cccc(S(=O)(=O)N2CCc3ccccc3C2)c1)c1ccco1 (stereo not given)	4	13	-2	-6	5	-1.7	-10	13	1
CC(=O)N(c1cccc(C)c1)C1SC(=O)N(c2ccccc2)C1=O (stereo not given)	-7	8	5	-13	-4	3.4	-3	21	4
CC1OC(CCc2cccc(Cl)c2)Cc2[nH]c(=S)[nH]c(=O)c21 (stereo not given)	-4	14	0	.	6	.	-17	-5	2
O=C(CN(c1ccc(F)cc1)S(=O)(=O)c1ccccc1)Nc1ccccc1C(=O)O	-17	-20	3	6	-1	2.1	4	14	0
COCCCNCCOCCOc1ccc(C)cc1[N+](=O)[O-]	-3	-3	1	-3	-3	-0.9	6	19	8
COc1ccccc1NC(=S)NCc1ccc(F)cc1	4	3	-10	17	-5	0.2	5	-14	-1
C=CCN(CC=C)C(=O)CN1C(=O)NC(C)(c2ccc3cc(OC)ccc3c2)C1=O (stereo not given)	-14	1	2	-8	-2	0.4	-2	4	5

The list goes on (5 carried over from the part before).
SMILES	TAAR1 antag	M5 antag	M4 PAM	CRFR2-BP antag	M5 ag	CRFBP-R2 agonist	CHRM5 PAM	CHO-K1 Ca PAM	TAAR1 ag
CC1OC(CCc2cccc(Cl)c2)Cc2[nH]c(=S)[nH]c(=O)c21 (stereo not given)	-4	14	0	.	6	.	-17	-5	2
O=C(CN(c1ccc(F)cc1)S(=O)(=O)c1ccccc1)Nc1ccccc1C(=O)O	-17	-20	3	6	-1	2.1	4	14	0
COCCCNCCOCCOc1ccc(C)cc1[N+](=O)[O-]	-3	-3	1	-3	-3	-0.9	6	19	8
COc1ccccc1NC(=S)NCc1ccc(F)cc1	4	3	-10	17	-5	0.2	5	-14	-1
C=CCN(CC=C)C(=O)CN1C(=O)NC(C)(c2ccc3cc(OC)ccc3c2)C1=O (stereo not given)	-14	1	2	-8	-2	0.4	-2	4	5
O=C(COC(=O)C1=COCCO1)Nc1ccc([N+](=O)[O-])cc1C(F)(F)F	2	4	7	8	0	-1.3	2	10	0
Cc1c(C(=O)N2CC3(CC(c4cccc(NC(=O)[C@H]5CCC(=O)N5)c4)=NO3)C[C@@H]2C(N)=O)cc([N+](=O)[O-])cc1[N+](=O)[O-] (stereo not given in full)	11	2	-11	0	-9	-0.8	-5	1	2
Cc1cccc(-c2nc(Nc3ccc(N4CCOCC4)cc3)c3ccccc3n2)c1	35	9	-10	-32	-3	1.5	-8	23	1
COc1ccc(CNc2ccc(C)cc2)cc1Br	-5	-3	-2	-19	-8	-0.3	-5	21	2
O=C(COC(=O)/C=C/c1ccccc1[N+](=O)[O-])NNC(=O)c1ccc(F)cc1	-27	8	1	-4	2	-1.3	-6	7	1
CCN(CC)S(=O)(=O)c1cccc(-c2n[nH]c(=S)n2CC(C)C)c1	5	10	4	-16	0	6.7	-5	-7	8
O=C1C(C=NCCN2CCOCC2)=C(O)c2ccccc21	-5	5	6	-4	-5	1.0	4	-11	0
O=C(NCCN1CCCC(O)C1)c1cc(COc2c(F)cccc2F)on1 (stereo not given)	-3	8	6	-4	-3	-0.1	10	-6	1
COc1ccc(C(=O)NCC(=O)NCC(=O)OCC(=O)c2ccc(C)cc2)cc1	-21	17	8	13	-5	-1.6	-4	2	0
COC(=O)Cn1cc(S(=O)(=O)NCc2ccc(C)cc2)c2cc([N+](=O)[O-])ccc21	-6	12	0	3	-3	-0.8	-4	5	2
O=C(COc1ccc2ccc(=O)oc2c1)NCc1ccccn1	11	4	6	5	-2	-0.5	-5	-7	1
O=c1c2ccccc2oc2ccccc12	-11	4	10	.	-2	.	1	1	-1
COc1ccc(NC(=O)N2CCCC2C(=O)Nc2ccc(C)cc2)cc1 (stereo not given)	-11	1	9	-32	1	0.2	1	0	4
CCC(=O)N(C)C[C@H]1Oc2cc(Br)ccc2S(=O)(=O)N([C@@H](C)CO)C[C@H]1C	-12	-3	9	-5	0	-0.6	5	18	1
O=c1[nH]cnc2c1ncn2-c1ccc(Cl)cc1	10	14	0	-10	0	-3.2	-7	3	0
O=C1CCCC2=C1C(c1cccs1)CC(=O)N2c1ccc(F)cc1 (stereo not given)	-28	-4	6	-18	-1	1.0	12	10	2
S=c1[nH]nc(-c2ccco2)n1-c1ccc(Br)cc1	-9	-2	-5	-14	2	-1.4	8	21	3
O=C(Nc1ccncc1)c1ccccc1[N+](=O)[O-]	27	5	2	-7	2	-0.3	5	5	0
CCOC(=O)c1[nH]c(C)c(C(=O)Nc2cc(OC)ccc2OC)c1C	10	-8	22	-12	2	-1.4	1	-8	0
CC(=O)c1ccc(OCc2cc(C(=O)NCCc3ccc(Cl)cc3)no2)cc1	14	5	-4	-4	-4	4.7	0	1	6
O=C1NC(=Nc2ccc(F)cc2)SC1Cc1ccc(F)cc1 (stereo not given)	-17	0	-2	-6	-6	1.1	-2	-4	-2
